Assay outcomes from PubChem.
HEK293 tox: Cytotoxic Profiling in HEK 293 Cell Line of Diverse Libraries Using Quantitative High-Throughput Screening | HEK 293 viability, ATP luminescence (CellTiter-Glo), 48-72 h | 94,000 compounds, 6.6% hits | Potency, µM (titrated, usually from 115 µM), inactives show at the highest dose activity change, negative = cytotoxicity, actives largely listed as inhibitors; further: potency means the concentration at half of the fitted maximal effect; nearly all actives have a fitted effect of over 60% in size
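HEK 293 seeded at 250 cells/well receive compound via pintool. After 48 or 72 hr at 37 degree Celsius, 5% CO2 and 95% humidity, CellTiter-Glo is dispensed and luminescence read following 10 min at room temperature.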
SNCA expr inh: Primary qHTS assay for inhibitors of alpha-synuclein gene (SNCA) expression; HEK-293 SNCA-luciferase knock-in, luminescence, 24 h; Potency, µM (top dose mostly 57.2 µM), without a hit: at the top dose activity change, negative = inhibition, hits mostly inhibitors; 140,000 compounds, 0.17% hits; AID 1671194, 2021;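 further: potency means the concentration at half of the fitted maximal effect; plate controls were DMSO cells for no effect and cell-free wells for full effect; nearly all actives have a fitted effect of over 45% in size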
FLuc inh: Firefly luciferase inhibition profiling of diverse chemical library using quantitative high-throughput screening. Luciferin 4-monooxygenase (Photinus pyralis), P08659. purified P. pyralis luciferase, luminescence, biochemical. Potency, µM (doses to about 115 µM), without a hit: at the top dose activity change, negative = inhibition, hits mostly inhibitors. 76,000 compounds, 2.5% hits. AID 1347043, 2019; further: potency means the concentration at half of the fitted maximal effect; nearly all actives have a fitted effect of over 65% in size
Target sequence (P08659 whole entry, looked up): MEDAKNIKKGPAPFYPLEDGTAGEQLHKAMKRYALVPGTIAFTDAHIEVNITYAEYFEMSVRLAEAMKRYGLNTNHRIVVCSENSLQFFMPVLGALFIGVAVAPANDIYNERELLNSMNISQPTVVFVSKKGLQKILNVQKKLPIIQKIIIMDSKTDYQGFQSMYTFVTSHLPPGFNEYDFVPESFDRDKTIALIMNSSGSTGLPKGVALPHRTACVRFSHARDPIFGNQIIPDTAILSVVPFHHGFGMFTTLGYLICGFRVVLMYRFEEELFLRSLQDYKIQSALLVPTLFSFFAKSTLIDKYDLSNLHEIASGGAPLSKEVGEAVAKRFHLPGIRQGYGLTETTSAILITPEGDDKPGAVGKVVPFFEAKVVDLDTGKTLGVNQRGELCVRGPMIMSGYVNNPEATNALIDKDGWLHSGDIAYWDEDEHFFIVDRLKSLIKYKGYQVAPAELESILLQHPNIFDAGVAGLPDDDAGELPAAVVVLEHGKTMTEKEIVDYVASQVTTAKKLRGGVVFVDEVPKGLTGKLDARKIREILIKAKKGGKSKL
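Cell-free enzyme assay, 10nM P. pyralis luciferase, luciferin and ATP each at 10uM. Inhibition profiled over a 6-point titration, read as luminescence.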
SNCA viab count: GF-AFC viability counterscreen for inhibitors of alpha-synuclein gene (SNCA) expression. HEK-293-SNCA-luc viability, GF-AFC fluorescence, 24 h. Potency, µM (series often up to 57.1 µM), for the others: at the highest dose activity change, negative = cytotoxicity, hits mostly cytotoxic. 150,000 compounds, 0.12% hits. AID 1671193, 2021;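 further: potency means the concentration at half of the fitted maximal effect; 0% = DMSO-treated cells and -100% = medium-only wells without cells; nearly all actives have a fitted effect of over 30% in size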
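HEK-293-SNCA-luc cells (1500/well) plated 24 h, then exposed 24 h to a dilution series; GF-AFC added 30 min at 37C, fluorescence 405/540 nm; normalised to medium-only and DMSO wells, Hill fit.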
GPT2 inh: Primary qHTS assay for inhibitors of Glutamate pyruvate transaminase 2 (GPT2); AID 1671188, 2021; Potency, µM (highest dose often 57.7 µM), for the others: at the top dose activity change, negative = inhibition, hits mostly inhibitors; 100,000 compounds, 0.25% hits; Recombinant GPT2, coupled pyruvate oxidase/HRP Amplex Red fluorescence; Alanine aminotransferase 2 (Homo sapiens), Q8TD30; further: potency means the concentration at half of the fitted maximal effect; nearly all actives have a fitted effect of over 60% in size; many of its hits are not listed in these tables
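Fluorescence read-out: pyruvate from GPT2 turnover coupled to pyruvate oxidase, HRP and Amplex Red (0.2mM ThPP, 0.2U/mL PO and HRP, 50uM Amplex final). Substrates 250uM a-KG, 2mM L-alanine; enzyme 10ng/uL; 30 min RT.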
IP6K1 inhibitor: Primary qHTS assay for small molecule inhibitors of Inositol hexaphosphate kinase 1 (IP6K1). Inositol hexakisphosphate kinase 1 (Homo sapiens), Q92551. IP6K1 kinase, ADP-Glo luminescence, 2 h; stronger effect = lower value. activity change, % (series mostly up to about 58 µM). 140,000 compounds, 0.81% hits. AID 1645851, 2021; in the data active means activity change below about -25%
Target sequence (Q92551 whole entry, looked up): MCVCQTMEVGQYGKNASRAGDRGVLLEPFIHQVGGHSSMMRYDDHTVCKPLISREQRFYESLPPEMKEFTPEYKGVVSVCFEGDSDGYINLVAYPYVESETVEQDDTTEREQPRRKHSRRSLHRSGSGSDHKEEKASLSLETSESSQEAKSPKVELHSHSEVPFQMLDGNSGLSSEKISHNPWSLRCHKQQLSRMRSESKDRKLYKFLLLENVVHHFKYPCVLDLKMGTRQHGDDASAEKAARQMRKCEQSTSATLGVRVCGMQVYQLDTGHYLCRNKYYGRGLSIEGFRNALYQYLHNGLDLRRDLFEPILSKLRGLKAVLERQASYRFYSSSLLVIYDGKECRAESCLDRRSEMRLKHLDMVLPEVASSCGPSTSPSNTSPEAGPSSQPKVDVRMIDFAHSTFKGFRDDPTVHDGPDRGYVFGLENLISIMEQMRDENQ
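ADP-Glo luminescence measures ADP made by human IP6K1 during a 2 h RT reaction with ATP/IP6 (mix at 1.3 mM/130 uM); top library doses 57.5 and 19.1 uM final.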
NIH3T3 tox: Cytotoxic Profiling in NIH 3T3 Cell Line of Diverse Libraries Using Quantitative High-Throughput Screening; NIH 3T3 viability, CellTiter-Glo ATP luminescence, 48-72 h; Potency, µM (series often up to 96.7 µM), for inactives: top-dose activity change, negative = cytotoxicity, actives largely listed as inhibitors; 94,000 compounds, 4.3% hits; further: potency means the concentration at half of the fitted maximal effect; nearly all actives have a fitted effect of over 55% in size
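ATP-dependent luminescence (CellTiter-Glo) served as the viability signal for NIH 3T3 cells treated with compound for 48 or 72 hr at 37 °C.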
* marks the source's active call; other numbers are inactive results; i = inactive; ? = inconclusive; . = no result given; & = joins results of further samples; [ ] = remark or other dose. Unless noted, the call rests on the fitted dose curve; in most records, active means well fitted curve in the direction sought with a large enough effect; inconclusive means small, poorly fitted or top-dose-only effect, or another doubt; inactive means no such curve, though single readings can be large; an effect the other way counts as inactive or inconclusive. Unless noted, on the % scale 0 is the no-effect control and ±100 the full control effect.

SMILES | HEK293 tox | SNCA expr inh | FLuc inh | SNCA viab count | GPT2 inh | IP6K1 inhibitor | NIH3T3 tox
CC(C)c1ccc(CNC(=O)CCn2ccn3nc4c(c3c2=O)CCCC4)cc1 | ? | 29.9% | 3.6% | -16.6% | -13.3% | 38.6 | -28.9%
Cc1ccc(-n2c(=O)c3c(C)c(C(=O)N(C)C)sc3n(Cc3ccccc3C)c2=O)cc1C | . | 21.9% | . | 0.4% | . | 21.4 | .
Cn1nc(C(=O)N2CC[C@@H]3CN(S(C)(=O)=O)[C@@H]3C2)c2ccccc21 | -9.8% | -1.8% | 3.8% | 0.2%[12.5 µM] | i | -0.3 | i
COc1cc(-c2noc(-c3cc(C(C)C)[nH]n3)n2)cc(OC)c1OC | . | 38.2%[activator] | . | -10.9% | . | 15.7 | .
CCn1cc(C(=O)NCCc2ccc(Cl)cc2)c(=O)c2cc(S(=O)(=O)N3CCCCCC3)ccc21 | . | 31.3%[activator] | . | 17.6% | . | -13.3 | .
Cc1ccc(C(=O)N2CCc3cn(C)c4cccc(c34)C2)cc1 | ? | 56.7% | -6.6% | 8.6% | i | -2.5 | ?
COc1ccc(S(=O)(=O)NC[C@H]2O[C@@H](CO)[C@@H](O)[C@H]2N2CCN(c3ccccn3)CC2)cc1 | i | -26.0% | -1.7% | -4.2% | -3.9% | -7.7 | -2.0%
Cc1ccc(C)c(Cn2ccn3nc(-c4ccc(F)cc4)c(CO)c3c2=O)c1 | 35.5µM* | -9.6% | -7.5% | -1.5% | i | 13.0 | ?
CC(C)CCN1CCn2c(nnc2-c2ccc(Cl)cc2)C1 | -5.2% | -2.7% | . | 5.4% | i | 0.0 | ?
CC(C)Oc1ccc(CNC(=O)c2cccc(NC(=O)c3nsc4ccccc34)c2)cc1 | . | 65.6%[activator] | . | 9.4% | . | 6.3 | .
COCCO[C@H]1C(=O)N(C2CCN(C(=O)c3cnn(C)c3)CC2)[C@H]1c1ccncc1 | -5.1% | 16.5% | -8.4% | 4.1% | 3.4% | 4.8 | 4.9%
N#Cc1cccc(S(=O)(=O)N2CCc3n[nH]c(=O)n3CC2)c1 | -6.1% | 1.6% | -15.9% | -11.5% | -13.4% | -8.3 | -13.2%
Cc1ccc(C2Cn3nnc(-c4noc(-c5ccccc5C)n4)c3CO2)cc1 (stereo not drawn) | -0.7% | -8.5% | 3.4% | 8.6% | 4.7% | 10.2 | i
CCOC(=O)c1c(C)[nH]c(C)c1S(=O)(=O)N1CCC(C(=O)Nc2ccc(F)cc2F)CC1 | . | -10.4% | . | 1.2% | . | -13.7 | .
COCCCNC(=O)C1CCN(C(=O)c2nnn3c2COC(c2ccc(C)cc2)C3)CC1 (stereo not drawn) | -4.5% | 49.3%[activator] | 39.8µM* | 9.7% | i | 1.3 | i
N#Cc1ccc(CNC(=O)[C@@H]2Cc3nc[nH]c3CN2C(=O)CCC(=O)O)cc1 | 3.2%[172 µM] | 2.5%[87.6 µM] | 0.7%[172 µM] | 1.8%[87.6 µM] | -23.8%[88.5 µM] | -4.4 | -19.5%[174 µM]
Cc1nn2c(c1-c1ccccc1OCc1ccccc1)N(Cc1ccc(C(=O)O)s1)CCC2 | 35.5µM* | 11.2µM* | 0.2% | ? | -19.8% | 21.3 | 31.6µM*
CNC(=O)c1cc(C)nc2onc(C3CCCN(C(=O)Cc4ccccn4)C3)c12 (stereo not drawn) | i | . | . | . | . | 3.4 | -5.7%
CNC(=O)[C@@H]1CN(S(=O)(=O)c2ccc3c(c2)CCC3)C[C@H]1c1n[nH]c(C)n1 | -11.4% | -7.8% | -1.8% | 7.1% | 4.6% | 7.3 | -17.5%
Cc1ccc(CNC(=O)CC2=C3CCCCC3NC2=O)o1 (stereo not drawn) | -3.9% | -1.2% | -4.2% | 2.4% | i | 3.2 | 0.6%
COCCn1ncc(N2CCCC(CC(=O)NCCC3=CCCCC3)C2)cc1=O (stereo not drawn) | -15.0% | 9.3% | -16.9% | -2.2% | i | 14.5 | -7.7%
Cc1ccc(CNC(=O)c2cnn(-c3cccc(C)c3)c2C2CCN(C(=O)OC(C)(C)C)CC2)cc1 | . | ? | . | -24.0% | . | 8.2 | .
Cc1cccc(OCCCCn2c(C3CC(=O)N(c4ccccc4Cl)C3)nc3ccccc32)c1 (stereo not drawn) | . | -12.1% | . | 1.1% | . | -5.5 | .
O=C(c1ccc2nnc(-c3cccnc3)n2c1)N1CCOCC1 | 1.7%[172 µM] | -5.3%[87.6 µM] | . | -7.8%[87.6 µM] | -9.8%[88.5 µM] | 1.3 | -3.4%[138 µM]
O=C(CN1C(=O)NC2(CCOCC2)C1=O)Nc1ccccc1Cl | -6.6% | -2.8% | -9.3% | 16.0% | 3.2% | 8.2 | -12.8%
NC(CO)C(=O)NNCc1ccc(O)c(O)c1O (stereo not drawn) | . | 44.6%[activator] | . | -7.9% | ? | -11.9 | .
COc1ccc(-c2cc(N3CCCC(NC(=O)c4ccc(C)s4)C3)n[nH]2)cc1 (stereo not drawn) | ? | 49.5%[activator] | 28.2µM* | -9.8% | -18.7% | 0.0 | ?
CCOc1ccc(C(=O)NCCSc2c(C)[nH]c3ccccc23)cc1OCC | . | ? | . | -0.6% | . | -11.0 | .
CCN1CCN(C(=O)c2nc3sccn3c2-c2cccnc2)CC1 | 1.9%[172 µM] | 32.9%[activator][87.6 µM] | . | 9.6%[87.6 µM] | -11.9%[88.5 µM] | 13.1 | -16.7%[138 µM]
Cc1ccccc1C(=O)N1CCN(C(=O)c2nnn3c2COC(c2ccccc2)C3)CC1 (stereo not drawn) | ? | -6.9% | 6.8% | 3.8% | i | 11.3 | -6.8%
CCn1ccc(C(=O)N2CCC(C(=O)N3CCCCCCNC(=O)CC3)CC2)n1 | 1.5% | 2.7% | 2.3% | -6.6% | 0.6% | 5.1 | -5.3%
CC(=O)Nc1cc(-c2ccccn2)nn1-c1ccccc1 | i | -0.3%[87.6 µM] | . | -7.0%[87.6 µM] | -2.8%[88.5 µM] | -6.6 | -0.4%[138 µM]
COc1cc(Cl)c(NC(=O)CN(C)S(=O)(=O)c2ccc3[nH]c4c(c3c2)CCCC4)c(OC)c1 | . | -25.6% | . | ? | . | 22.7 | .
Cc1nc2ncnn2c(C)c1CCC(=O)NCc1cc2n(n1)CCCNC2 | i | ? | 5.9% | 3.8% | i | 3.5 | -0.3%
O=C(NC1CCS(=O)(=O)C1)C1CCCCC(=O)N1Cc1ccccc1 (stereo not drawn) | 4.0% | -4.9% | -0.6% | 5.0% | i | 7.5 | 3.9%
CCN(CC)CCCNC(=O)c1cn(CC(C)C)c(=O)c2c1c1ccccc1n2C | . | ? | . | -5.4% | . | -8.6 | .
O=C1Nc2ccc(S(=O)(=O)Nc3ccccc3O)c3cccc1c23 | . | -12.5% | . | -5.0% | . | 17.1 | .
Cc1cc(C)c(CNC(=O)c2cc(-c3ccccc3)cc3c2OCCN3C)c(=O)[nH]1 | ? | -14.5%[87.6 µM] | 7.3%[172 µM] | 3.6%[87.6 µM] | 4.5%[88.5 µM] | 1.1 | ?
COc1ccccc1CCNC(=O)c1cc2c(=O)n3cccc(C)c3nc2n1C | . | 20.1% | . | 0.0% | . | 7.1 | .
CCOCCN1C(=O)COC[C@@H]1[C@H](O)c1ccc(NC(=O)c2ccccc2OC)cc1 | -26.3%[172 µM] | -27.7%[87.6 µM] | -7.5%[172 µM] | 4.5%[87.6 µM] | i | -3.5 | -28.1%[138 µM]
O=[S+]([O-])(c1ccccc1)N1CCCC2(CC(c3ccccn3)=NO2)C1 (stereo not drawn) | -4.3% | 6.8% | . | 0.1% | -1.2% | 3.7 | i
CCOc1ccc(-c2cnc(NCc3ccc(OC)cc3OC)n2C)cc1 | . | -4.6% | . | -5.7% | . | -25.4* | .
Cc1cc(=O)n(CC(=O)Nc2cc(Cl)ccc2C)c(N2CCc3ccccc3C2)n1 | -15.8% | 3.7% | 1.7% | -2.0% | -7.6% | 18.9 | -10.2%
CC(C)(C)C(=O)NC1CCN(Cc2cccc(-c3cccs3)c2)CC1 | ? | 9.1%[87.6 µM] | . | -1.5%[12.5 µM] | -6.7%[88.5 µM] | 2.3&-3.4 | ?
Cc1ccc(C(=O)NCC(c2ccco2)S(=O)(=O)c2cccs2)cc1C (stereo not drawn) | . | 51.4% | . | -10.5% | . | -15.4 | .
Cc1ccc([S+](=O)([O-])N2CCC(C(=O)N3CCC(c4nc5ncccc5[nH]4)CC3)CC2)cc1 | 3.2% | 21.7% | . | 0.5% | i | -3.7 | -18.0%
COCCN(C)C[C@@H]1CN(C(=O)CC(F)(F)F)C[C@@H]1CO | -1.6% | 6.3% | 0.0% | 9.3% | -2.3% | 5.1 | -15.6%
COC(=O)c1ccc(NC(=O)CCn2ccn3nc4c(c3c2=O)CCCC4)cc1 | -22.7% | 14.9% | 3.1% | -8.9% | i | 7.4 | -1.2%
O=C(Cn1c(=O)n(-c2ccccc2)c(=O)c2c3c(sc21)CCCC3)Nc1cccc(F)c1 | . | -2.5% | . | -4.8% | . | -12.1 | .
COC(=O)[C@H]1CN(C(=O)N2CCOCC2)CCN1C(=O)c1cccnc1 | i | -4.0%[87.6 µM] | 13.8%[172 µM] | 8.5%[87.6 µM] | i | -7.0 | 4.2%[174 µM]
O=C(NC[C@H]1OC[C@@H](N(Cc2ccccn2)Cc2ccccn2)[C@@H]1O)C1CC1 | i | -23.0%[87.6 µM] | 9.5%[172 µM] | -0.5%[87.6 µM] | -8.1%[88.5 µM] | -17.3 | -2.4%[174 µM]
O=C(NC1CCCN(c2nc3ncccc3o2)C1)c1ccccc1Cl (stereo not drawn) | -0.3% | 24.9% | -7.1% | -5.4% | i | 16.3 | 2.8%
CCc1cccc(C)c1NC(=O)Cn1nnc(-c2nc(-c3ccccc3F)no2)c1N | . | 2.7% | . | 2.8% | . | -14.1 | .

An excerpt (hit frequency here may not be typical).
